TROY signal inh: TROY signaling inhibition. Q293 LMP1-TROYcd NF-kB luciferase reporter, 4 h. inhibition, % at 10 µM. 360,000 tested, 0.98% active;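 active = compounds whose plate-normalised and pattern-corrected inhibition of the luciferase reporter signal at the single screening dose is 50% or more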
SRC3 inh: human NCOA3 inhibition. AID 588352. 360,000 tested, 0.17% active. Q9Y6Q9. HEK293 GAL4-SRC3 luciferase reporter, luminescence. inhibition, % at 3.6 µM;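 active = inhibition above a per-campaign cutoff, the mean of all compounds plus 3 SD, cut at about 60% in these data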;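 also: 0% = DMSO-treated cells and 100% = gossypol-treated cells at 36 µM; higher means less SRC3-driven luciferase light from the GAL4 reporter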
Target sequence (Q9Y6Q9 whole entry, looked up, the tested form may be a part): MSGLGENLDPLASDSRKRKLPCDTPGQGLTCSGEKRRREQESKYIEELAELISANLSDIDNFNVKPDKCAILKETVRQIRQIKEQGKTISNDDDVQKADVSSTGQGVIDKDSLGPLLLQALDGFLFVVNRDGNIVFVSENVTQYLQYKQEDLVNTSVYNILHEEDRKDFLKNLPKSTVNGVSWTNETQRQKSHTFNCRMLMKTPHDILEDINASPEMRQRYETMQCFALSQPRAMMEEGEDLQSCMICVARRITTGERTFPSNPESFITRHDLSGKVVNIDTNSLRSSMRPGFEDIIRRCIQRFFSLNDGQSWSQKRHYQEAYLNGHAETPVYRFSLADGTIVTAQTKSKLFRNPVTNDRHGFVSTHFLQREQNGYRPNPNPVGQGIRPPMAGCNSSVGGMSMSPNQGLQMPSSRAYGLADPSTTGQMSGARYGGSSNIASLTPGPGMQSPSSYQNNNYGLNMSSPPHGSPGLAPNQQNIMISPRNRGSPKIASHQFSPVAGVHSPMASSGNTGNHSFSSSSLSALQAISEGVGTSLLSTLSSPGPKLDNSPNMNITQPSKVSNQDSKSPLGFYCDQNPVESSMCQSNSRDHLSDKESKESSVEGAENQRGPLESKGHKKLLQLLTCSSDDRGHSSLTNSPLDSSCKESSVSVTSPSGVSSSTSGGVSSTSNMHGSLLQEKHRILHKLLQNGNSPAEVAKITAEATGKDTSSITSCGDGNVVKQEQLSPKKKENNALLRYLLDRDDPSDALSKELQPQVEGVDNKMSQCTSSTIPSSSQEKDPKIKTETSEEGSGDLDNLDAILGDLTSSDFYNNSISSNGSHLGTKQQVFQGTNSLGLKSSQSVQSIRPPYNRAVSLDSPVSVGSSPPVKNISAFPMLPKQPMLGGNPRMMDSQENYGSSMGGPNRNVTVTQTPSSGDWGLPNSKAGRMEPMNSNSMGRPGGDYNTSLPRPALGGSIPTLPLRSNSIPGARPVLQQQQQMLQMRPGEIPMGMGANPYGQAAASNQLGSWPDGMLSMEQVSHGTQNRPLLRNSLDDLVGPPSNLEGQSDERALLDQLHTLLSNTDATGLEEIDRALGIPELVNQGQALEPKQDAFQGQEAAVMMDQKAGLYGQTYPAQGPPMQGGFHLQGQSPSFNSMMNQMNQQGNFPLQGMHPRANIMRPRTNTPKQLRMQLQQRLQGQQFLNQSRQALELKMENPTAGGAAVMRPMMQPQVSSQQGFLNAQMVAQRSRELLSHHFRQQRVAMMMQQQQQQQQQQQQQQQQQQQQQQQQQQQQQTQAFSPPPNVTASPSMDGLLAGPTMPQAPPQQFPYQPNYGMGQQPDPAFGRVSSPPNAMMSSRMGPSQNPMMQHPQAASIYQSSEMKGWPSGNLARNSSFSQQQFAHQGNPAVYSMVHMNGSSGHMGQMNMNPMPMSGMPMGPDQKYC
TWEAK-Fn14 inh: blocks TWEAK-Fn14 interaction in a reporter cell assay; TWEAK-stimulated Fn14 reporter cells, luciferase luminescence, 8 h; inhibition, % at 10 µM; 360,000 tested, 2% active; in the data active = inhibition above about 50%
ABHD5 PLIN5 PPI: inhibitors of human ABHD5-perilipin-5 interaction | inhibition, % at 4 µM | 360,000 tested, 0.78% active | Split G. princeps luciferase complementation, luminescence, 4 h;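 active = inhibition above the mean inhibition across every tested compound plus 3 SD, cut at about 22% in these data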;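 also: 0% = DMSO only wells and the 100% control is not disclosed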
SRC1 inh: inhibits human SRC1 coactivator; HEK293 GAL4-SRC1 luciferase reporter, luminescence; inhibition, % at 3.6 µM; 360,000 tested, 0.12% active; AID 588354;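 active = inhibition above the campaign mean plus 3 SD, with each screening campaign given its own cutoff, cut at about 60% in these data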;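 also: 0% = DMSO treated cells and 100% = gossypol at 36 µM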
NCOA2 inhibitor: inhibits human steroid receptor coactivator 2; HEK293 GAL4-SRC2 luciferase reporter, luminescence; AID 651957; 370,000 tested, 0.17% active; inhibition, % at 9 µM;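 active = inhibition above the mean inhibition of all tested compounds plus 3 SD, set per campaign, cut at about 52% in these data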;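 also: 0% = DMSO treated cells and 100% = cells given Gossypol at 36 µM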
COUP-TFII inh: NR2F2 (human) inhibition, primary screen; HEK293T NGFI-A luciferase reporter, luminescence; inhibition, % at 8.6 µM; 370,000 tested, 0.7% active; AID 686940;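 active = inhibition above a per-plate cutoff, mean inhibition of test wells between control levels plus 3 SD, cut at about 38% in these data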;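 also: cells cotransfected with COUP-TFII expression vector driving the NGFI-A reporter; 0% = median of COUP-TF2 test wells and 100% = reporter-only cells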
NOD2-RIPK2 inh: blocks binding of human NOD2 to RIPK2. O43353. CHO BLA complementation NOD2-RIPK2, CCF4 ratio. inhibition, % at 4.98 µM. 360,000 tested, 0.38% active; in the data active = inhibition above about 21%;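 also: 0% = vehicle only and 100% = reference blocker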
Exocytosis inh: blocks lytic granule exocytosis. inhibition, % at 10 µM. 360,000 tested, 0.66% active. TALL-104 LAMP-1 surface exposure, flow cytometry; cells stimulated with thapsigargin and PMA;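 active = inhibition above about 55%, limit read from the data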
LRH-1 inv ag: suppresses constitutive activity of human LRH-1 | O00482 | HEK293T StAR-luciferase reporter, LRH-1 transfected, 24 h | inhibition, % at 3.6 µM | 360,000 tested, 0.13% active;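 active = inhibition above the mean inhibition of all tested compounds plus 3 SD, cut at about 73% in these data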;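 also: 0% = DMSO wells and 100% = reporter-only cells lacking LRH-1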
TLR9-MyD88 inh: inhibitors of human TLR9-MyD88 binding | Q9NR96+Q99836 | CHO BLA complementation TLR9-MyD88, CCF4 FRET ratio | inhibition, % at 4.98 µM | 340,000 tested, 0.21% active;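 active = inhibition above the mean over all tested compounds plus 3 SD, cut at about 21% in these data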;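 also: 0% = DMSO only wells and 100% = clavulanate BLA inhibitor control wells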
An asterisk follows results filed as active.

For O=C(OCc1nnc(-c2ccccc2)o1)c1ccc2c(c1)OCO2 the results were TROY signal inh -10, SRC3 inh 0, TWEAK-Fn14 inh -13, ABHD5 PLIN5 PPI -3, SRC1 inh -20, NCOA2 inhibitor -9, COUP-TFII inh 2, NOD2-RIPK2 inh -8, Exocytosis inh -1, LRH-1 inv ag 12 and TLR9-MyD88 inh -1.
For CC(=O)Nc1ncc(Cc2cccc(Cl)c2Cl)s1 the results were TROY signal inh 26, SRC3 inh 1, TWEAK-Fn14 inh 37, ABHD5 PLIN5 PPI 4, SRC1 inh 8, NCOA2 inhibitor -15, COUP-TFII inh 17, NOD2-RIPK2 inh -5, Exocytosis inh -5, LRH-1 inv ag 11 and TLR9-MyD88 inh -8.
For Cc1ccc(CNC(=O)CCS(=O)(=O)c2ccc(Br)s2)o1 the results were TROY signal inh 24, SRC3 inh -13, TWEAK-Fn14 inh -7, ABHD5 PLIN5 PPI 8, SRC1 inh -5, NCOA2 inhibitor -6, COUP-TFII inh -13, NOD2-RIPK2 inh -6, Exocytosis inh -2, LRH-1 inv ag -6 and TLR9-MyD88 inh 0.
Screening Cc1ccc(C2C(C#N)=C(N)Oc3c2oc(CO)cc3=O)o1 (stereo unspecified) returned TROY signal inh -3, SRC3 inh 3, TWEAK-Fn14 inh -2, ABHD5 PLIN5 PPI 0, SRC1 inh -21, NCOA2 inhibitor 10, COUP-TFII inh -19, NOD2-RIPK2 inh -2, Exocytosis inh 4, LRH-1 inv ag 3 and TLR9-MyD88 inh -21.
Screening O=C(c1ccc2c(c1)OCO2)C1CCCN(Cc2ccc(OC(F)F)cc2)C1 (stereo unspecified) returned TROY signal inh 15, SRC3 inh 14, TWEAK-Fn14 inh 15, ABHD5 PLIN5 PPI 6, SRC1 inh -2, NCOA2 inhibitor 14, COUP-TFII inh 25, NOD2-RIPK2 inh -1, Exocytosis inh 16, LRH-1 inv ag 8 and TLR9-MyD88 inh 5.
`c1ccc(-c2csc3ncnc(NCCN4CCOCC4)c23)cc1` gave TROY signal inh 27, SRC3 inh 23, TWEAK-Fn14 inh 13, ABHD5 PLIN5 PPI 0, SRC1 inh 31, NCOA2 inhibitor 26, COUP-TFII inh 30, NOD2-RIPK2 inh -1, Exocytosis inh 0, LRH-1 inv ag 14 and TLR9-MyD88 inh -2.
Screening CC(=O)c1ccc(NC(=S)N2c3ccccc3CC2C)cc1 (stereo unspecified) returned TROY signal inh -9, SRC3 inh -1, TWEAK-Fn14 inh 25, ABHD5 PLIN5 PPI -22, SRC1 inh -44, NCOA2 inhibitor 7, COUP-TFII inh -1, NOD2-RIPK2 inh -19, Exocytosis inh -2, LRH-1 inv ag 2 and TLR9-MyD88 inh 1.
`CCOC(=O)C1=C(O)C(=O)N(c2ccccc2)C1c1cccc([N+](=O)[O-])c1` (stereo unspecified) gave TROY signal inh 12, SRC3 inh 20, TWEAK-Fn14 inh -12, ABHD5 PLIN5 PPI -1, SRC1 inh -13, NCOA2 inhibitor 1, COUP-TFII inh 6, NOD2-RIPK2 inh -4, Exocytosis inh 10, LRH-1 inv ag -7 and TLR9-MyD88 inh -2.
For CC1=CC(C)(C)N2C(=O)C3(C(C#N)=C(N)Oc4cc(C)oc(=O)c43)c3cc(C)cc1c32 (stereo unspecified) the results were TROY signal inh -1, SRC3 inh 3, TWEAK-Fn14 inh 13, ABHD5 PLIN5 PPI 2, SRC1 inh -8, NCOA2 inhibitor 5, COUP-TFII inh 10, NOD2-RIPK2 inh -9, Exocytosis inh 7, LRH-1 inv ag -2 and TLR9-MyD88 inh -1.
COC(=O)[C@]1(Cc2ccccc2)N[C@H](CN(C)C(=O)Nc2ccc(F)cc2)[C@@H]2C(=O)N(Cc3ccccc3)C(=O)[C@@H]21 was read as TROY signal inh 4, SRC3 inh 4, TWEAK-Fn14 inh 19, ABHD5 PLIN5 PPI 3, SRC1 inh -9, NCOA2 inhibitor 15, COUP-TFII inh 3, NOD2-RIPK2 inh -10, Exocytosis inh -8, LRH-1 inv ag -7 and TLR9-MyD88 inh -2.
CCOC(=O)c1cnc2nc(NCc3ccc(OCc4ccccc4)cc3)[nH]n2c1=O was read as TROY signal inh 26, SRC3 inh 9, TWEAK-Fn14 inh 7, ABHD5 PLIN5 PPI -2, SRC1 inh 15, NCOA2 inhibitor 16, COUP-TFII inh -5, NOD2-RIPK2 inh -4, Exocytosis inh -9, LRH-1 inv ag 6 and TLR9-MyD88 inh -9.
COc1cc(CSc2nnnn2-c2ccc(C)cc2)cc(OC)c1OC was read as TROY signal inh 54*, SRC3 inh 23, TWEAK-Fn14 inh 48, ABHD5 PLIN5 PPI -1, SRC1 inh 16, NCOA2 inhibitor 14, COUP-TFII inh 69*, NOD2-RIPK2 inh -6, Exocytosis inh 1, LRH-1 inv ag 49 and TLR9-MyD88 inh -1.
`COc1ccc(NC(=O)C2CC(=O)NC(Nc3cccc(C)c3)=N2)cc1` (stereo unspecified) gave TROY signal inh 1, SRC3 inh -25, TWEAK-Fn14 inh -2, ABHD5 PLIN5 PPI -5, SRC1 inh -44, NCOA2 inhibitor -1, COUP-TFII inh 9, NOD2-RIPK2 inh 6, Exocytosis inh 0, LRH-1 inv ag -5 and TLR9-MyD88 inh -3.
`Cc1cc(C)c(S(=O)(=O)c2cc(F)ccc2C)c(=O)[nH]1` gave TROY signal inh -18, SRC3 inh 11, TWEAK-Fn14 inh 14, ABHD5 PLIN5 PPI 3, SRC1 inh 2, NCOA2 inhibitor 11, COUP-TFII inh -17, NOD2-RIPK2 inh -1, Exocytosis inh -2, LRH-1 inv ag 13 and TLR9-MyD88 inh 3.
For COc1ccc(N(CC(O)Cn2c(C)nc3ccccc32)S(=O)(=O)c2ccccc2)cc1 (stereo unspecified) the results were TROY signal inh -24, SRC3 inh 1, TWEAK-Fn14 inh -21, ABHD5 PLIN5 PPI -4, SRC1 inh -8, NCOA2 inhibitor -2, COUP-TFII inh -9, NOD2-RIPK2 inh -6, Exocytosis inh 5, LRH-1 inv ag -16 and TLR9-MyD88 inh -12.
For CCc1ccccc1NC(=O)c1ccc(CN2CCC(Cc3ccccc3)CC2)cc1 the results were TROY signal inh 14, SRC3 inh 5, TWEAK-Fn14 inh 15, ABHD5 PLIN5 PPI 7, SRC1 inh -8, NCOA2 inhibitor 10, COUP-TFII inh -4, NOD2-RIPK2 inh -3, Exocytosis inh 6, LRH-1 inv ag 1 and TLR9-MyD88 inh -6.
`Cc1cc(Oc2ccc(-c3ccccc3)cc2)nc(N2CCOCC2)n1` gave SRC3 inh 0, TWEAK-Fn14 inh 25, ABHD5 PLIN5 PPI 1, SRC1 inh -7, NCOA2 inhibitor 3, COUP-TFII inh -12, NOD2-RIPK2 inh -4, Exocytosis inh 25, LRH-1 inv ag -12 and TLR9-MyD88 inh 4.
For COc1ccc(N2CCN(Cc3oc(CO)cc(=O)c3O)CC2)cc1 the results were TROY signal inh 8, SRC3 inh 25, TWEAK-Fn14 inh -30, ABHD5 PLIN5 PPI -4, SRC1 inh -7, NCOA2 inhibitor 2, COUP-TFII inh 0, NOD2-RIPK2 inh -7, Exocytosis inh 3, LRH-1 inv ag 7 and TLR9-MyD88 inh 6.
For CC(C)CC1NC(=O)c2cccnc2-n2c1nc1ccccc1c2=O (stereo unspecified) the results were TROY signal inh -9, SRC3 inh 1, TWEAK-Fn14 inh 18, ABHD5 PLIN5 PPI -5, SRC1 inh -22, NCOA2 inhibitor -18, COUP-TFII inh 14, NOD2-RIPK2 inh -11, Exocytosis inh 0, LRH-1 inv ag 11 and TLR9-MyD88 inh 0.
Screening COc1ccc(/C=C/C(=O)NCCOc2ccc(C)cc2)cc1 returned TROY signal inh -16, SRC3 inh 13, TWEAK-Fn14 inh -5, ABHD5 PLIN5 PPI -5, SRC1 inh 4, NCOA2 inhibitor -9, COUP-TFII inh 1, NOD2-RIPK2 inh -9, Exocytosis inh -1, LRH-1 inv ag 15 and TLR9-MyD88 inh 9.
Screening O=C(Nc1ccc(S(=O)(=O)NCc2ccco2)cc1)c1ccc(F)cc1 returned TROY signal inh 3, SRC3 inh -8, TWEAK-Fn14 inh -2, ABHD5 PLIN5 PPI 1, SRC1 inh -58, NCOA2 inhibitor -2, COUP-TFII inh 18, NOD2-RIPK2 inh 6, Exocytosis inh 6, LRH-1 inv ag -24 and TLR9-MyD88 inh 3.
Screening Cc1onc(-c2ccccc2)c1-c1nnc(COC(=O)c2ccc(O)cc2)o1 returned TROY signal inh 24, SRC3 inh 7, TWEAK-Fn14 inh 25, ABHD5 PLIN5 PPI -5, SRC1 inh -16, NCOA2 inhibitor 21, COUP-TFII inh 7, NOD2-RIPK2 inh 3, Exocytosis inh -5, LRH-1 inv ag 1 and TLR9-MyD88 inh -11.
Screening Cc1cc(C)n2cc(CSc3ccc(Br)cc3)nc2n1 returned TROY signal inh 1, SRC3 inh 3, TWEAK-Fn14 inh -23, ABHD5 PLIN5 PPI 3, SRC1 inh 0, NCOA2 inhibitor -6, COUP-TFII inh -4, NOD2-RIPK2 inh -6, Exocytosis inh -1, LRH-1 inv ag 0 and TLR9-MyD88 inh -2.
CCn1cc(C(=O)O)c(=O)c2cc(F)c(N3CCN(C(=S)NC(=O)c4cccc(C)c4)CC3)cc21 was read as TROY signal inh 34, SRC3 inh 10, TWEAK-Fn14 inh -17, ABHD5 PLIN5 PPI -8, SRC1 inh 9, NCOA2 inhibitor 16, COUP-TFII inh -2, NOD2-RIPK2 inh -4, Exocytosis inh 2, LRH-1 inv ag 13 and TLR9-MyD88 inh 4.
For COCCNC(=O)CSc1nnc(CCCN2C(=O)c3cccc4cccc(c34)C2=O)n1-c1ccccc1 the results were TROY signal inh 10, SRC3 inh 15, TWEAK-Fn14 inh -6, ABHD5 PLIN5 PPI -4, SRC1 inh 11, NCOA2 inhibitor -29, COUP-TFII inh 3, NOD2-RIPK2 inh -11, Exocytosis inh -4, LRH-1 inv ag 4 and TLR9-MyD88 inh -9.
Screening O=C(NCc1ccccc1Cl)c1csc2c1CCCCC2 returned TROY signal inh -28, SRC3 inh -31, TWEAK-Fn14 inh -19, ABHD5 PLIN5 PPI -9, SRC1 inh -12, NCOA2 inhibitor -25, COUP-TFII inh 2, NOD2-RIPK2 inh -6, Exocytosis inh -1, LRH-1 inv ag 0 and TLR9-MyD88 inh 2.
For CCOC(=O)C1CCCN(C(=O)c2cccc([N+](=O)[O-])c2C)C1 (stereo unspecified) the results were TROY signal inh -1, SRC3 inh 5, TWEAK-Fn14 inh -3, ABHD5 PLIN5 PPI -4, SRC1 inh 3, NCOA2 inhibitor -8, COUP-TFII inh -8, NOD2-RIPK2 inh -1, Exocytosis inh -8, LRH-1 inv ag -4 and TLR9-MyD88 inh 6.

An excerpt (hit frequency here may not be typical).
